HT1080NT lethal – qHTS for induction of synthetic lethality in tumor cells producing 2HG: qHTS for the HT-1080-NT fibrosarcoma cell line; HT-1080-NT fibrosarcoma viability, CellTiter-Glo ATP luminescence, 48 h; Potency, µM (titrated, usually from 46.1 µM), for the others: at the highest dose activity, negative = less viability, most hits filed as cytotoxic; actives 1.6% (n = 360,000); AID 686970, 2013;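 further: NT is the 2HG producing partner of a matched IDH1 knockdown line; potency means the concentration at half of the fitted maximal effect; 0% = DMSO-treated cells and -100% = media-only wells without cells; nearly all actives have a fitted effect of over 55% in size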
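Read-out is CellTiter-Glo luminescence after 10 minutes at room temperature, following 48 hours' compound treatment of HT-1080-NT cells (750 cells/well, RPMI, 5% FBS, 37 degrees C).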
KB-3-1 tox – qHTS assay for MDR1-selective chemotherapeutics: Primary screen using the parental adenocarcinoma cell KB-3-1; KB-3-1 viability, CellTiter-Glo ATP luminescence, 72 h; Potency, µM (series often up to 46.1 µM), for the others: at the top dose activity change, negative = cytotoxic, usual class: cytotoxic; actives 1.4% (n = 400,000); AID 1347075, 2019; further: potency means the concentration at half of the fitted maximal effect; on the % scale 0 is the no-effect control and ±100 the full control effect; nearly all actives have a fitted effect of over 60% in size
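72 h, 37 °C compound treatment of KB-3-1 parental cells; CellTiter-Glo added, 10 min, luminescence read. Data corrected against DMSO-only plates and normalized before curve fitting.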
KB-V1 MDR tox – qHTS assay for MDR1-selective chemotherapeutics: Primary screen using the drug-selected MDR subline cells KB-V1; KB-V1 MDR cells viability, CellTiter-Glo, 72 h; Potency, µM (doses to about 46.1 µM), without a hit: at the highest dose activity change, negative = cytotoxicity, actives largely listed as cytotoxic; actives 3.4% (n = 400,000); AID 1347076, 2019; further: potency means the concentration at half of the fitted maximal effect; on the % scale 0 is the no-effect control and ±100 the full control effect; nearly all actives have a fitted effect of over 60% in size
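Compound-treated KB-V1 multidrug-resistant cells, 72 h, 37 degrees C; viability by CellTiter-Glo. Fitted qHTS curves give the values.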
HT1080 IDH1KD tx – qHTS for induction of synthetic lethality in tumor cells producing 2HG: qHTS for the HT-1080-IDH1KD cell line; actives 2% (n = 360,000); Potency, µM (highest dose often 46.1 µM), for the others: at the top dose activity, negative = toxicity, most hits filed as cytotoxic; HT-1080 IDH1 knockdown viability, ATP luminescence, 48 h;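 further: potency means the concentration at half of the fitted maximal effect; 0% = DMSO wells and -100% = cell-free medium wells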
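After a 2 h attachment period, IDH1KD HT-1080 cells took pin-transferred compound for 48 h at 37 °C; ATP-based luminescence after 10 min room-temperature reagent incubation reported viability.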
SW480 rereplic – A quantitative high throughput screen for small molecules that induce DNA re-replication in SW480 colon adenocarcinoma cells; SW480 DNA re-replication, Hoechst DNA content imaging, 48 h; Potency, µM (highest dose often 46.1 µM), for the others: at the highest dose re-replication activation, actives largely listed as activators; actives 1.8% (n = 340,000); further: potency means the concentration at half of the fitted maximal effect; % of control where 0% means no effect; nearly all actives have a fitted effect of over 55% in size
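Quantitative HTS format with DMSO vehicle controls; 48 hr drug incubation at 37 C, then 40 min Hoechst staining and scanning imager measurement at 405 nm excitation.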
MCF10A rereplic – A quantitative high throughput screen for small molecules that induce DNA re-replication in MCF 10a normal breast cells | MCF 10A DNA re-replication, Hoechst nuclear intensity, 48 h | Potency, µM (top dose mostly 46.1 µM), for the others: top-dose activity, positive = re-replication, most hits filed as activators | actives 2.9% (n = 350,000) | AID 624296, 2012; further: potency means the concentration at half of the fitted maximal effect; % of control where 0% means no effect; nearly all actives have a fitted effect of over 50% in size
ATXN2 expr inh – Primary qHTS for Inhibitors of ATXN expression. HEK-293 ATXN2-luciferase reporter, luminescence, 24 h. Potency, µM (doses to about 57 µM), for inactives: top-dose activity change, negative = inhibition, actives largely listed as inhibitors. actives 0.72% (n = 360,000); further: potency means the concentration at half of the fitted maximal effect; on the % scale 0 is the no-effect control and ±100 the full control effect; nearly all actives have a fitted effect of over 55% in size
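qHTS (up to 57 uM final) was run with 24 h compound exposure of reporter cells at 37 °C. Each well was multiplexed: SteadyGlo luminescence measured ATXN2-luciferase expression after a fluorogenic Gly-Phe-AFC viability readout (25 uM final).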
IL1B secr inh – qHTS for Inhibitors of Inflammasome Signaling: IL-1-beta AlphaLISA Primary Screen. THP-1 LPS/ATP IL-1B secretion, AlphaLISA, 16 h; hits give low values. activity change, % at 57.5 µM. actives 4.7% (n = 360,000). AID 743279, 2014; in the data active means activity change below about -50%; inconclusive means mostly about -30% to -49%; further: on the % scale 0 is the no-effect control and ±100 the full control effect
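Secreted IL-1B measured by AlphaLISA bead assay after 16 h compound exposure of THP-1 cells; compounds (final up to 57.5 uM) added 1 h before LPS (250 ng/mL) and ATP (1.25 mM) stimulation; lower signal means less secretion.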
WRN inhibitor – qHTS for Inhibitors of WRN Helicase. Potency, µM (doses to about 114 µM), for inactives: at the top dose activity change, negative = inhibition, most hits filed as inhibitors. WRN helicase unwinding, fluorescent forked duplex, kinetic. actives 0.46% (n = 360,000). AID 651768, 2012. Bifunctional 3'-5' exonuclease/ATP-dependent helicase WRN (Homo sapiens), Q14191; further: potency means the concentration at half of the fitted maximal effect; on the % scale 0 is the no-effect control and ±100 the full control effect; nearly all actives have a fitted effect of over 55% in size
Target sequence (Q14191 whole entry, looked up): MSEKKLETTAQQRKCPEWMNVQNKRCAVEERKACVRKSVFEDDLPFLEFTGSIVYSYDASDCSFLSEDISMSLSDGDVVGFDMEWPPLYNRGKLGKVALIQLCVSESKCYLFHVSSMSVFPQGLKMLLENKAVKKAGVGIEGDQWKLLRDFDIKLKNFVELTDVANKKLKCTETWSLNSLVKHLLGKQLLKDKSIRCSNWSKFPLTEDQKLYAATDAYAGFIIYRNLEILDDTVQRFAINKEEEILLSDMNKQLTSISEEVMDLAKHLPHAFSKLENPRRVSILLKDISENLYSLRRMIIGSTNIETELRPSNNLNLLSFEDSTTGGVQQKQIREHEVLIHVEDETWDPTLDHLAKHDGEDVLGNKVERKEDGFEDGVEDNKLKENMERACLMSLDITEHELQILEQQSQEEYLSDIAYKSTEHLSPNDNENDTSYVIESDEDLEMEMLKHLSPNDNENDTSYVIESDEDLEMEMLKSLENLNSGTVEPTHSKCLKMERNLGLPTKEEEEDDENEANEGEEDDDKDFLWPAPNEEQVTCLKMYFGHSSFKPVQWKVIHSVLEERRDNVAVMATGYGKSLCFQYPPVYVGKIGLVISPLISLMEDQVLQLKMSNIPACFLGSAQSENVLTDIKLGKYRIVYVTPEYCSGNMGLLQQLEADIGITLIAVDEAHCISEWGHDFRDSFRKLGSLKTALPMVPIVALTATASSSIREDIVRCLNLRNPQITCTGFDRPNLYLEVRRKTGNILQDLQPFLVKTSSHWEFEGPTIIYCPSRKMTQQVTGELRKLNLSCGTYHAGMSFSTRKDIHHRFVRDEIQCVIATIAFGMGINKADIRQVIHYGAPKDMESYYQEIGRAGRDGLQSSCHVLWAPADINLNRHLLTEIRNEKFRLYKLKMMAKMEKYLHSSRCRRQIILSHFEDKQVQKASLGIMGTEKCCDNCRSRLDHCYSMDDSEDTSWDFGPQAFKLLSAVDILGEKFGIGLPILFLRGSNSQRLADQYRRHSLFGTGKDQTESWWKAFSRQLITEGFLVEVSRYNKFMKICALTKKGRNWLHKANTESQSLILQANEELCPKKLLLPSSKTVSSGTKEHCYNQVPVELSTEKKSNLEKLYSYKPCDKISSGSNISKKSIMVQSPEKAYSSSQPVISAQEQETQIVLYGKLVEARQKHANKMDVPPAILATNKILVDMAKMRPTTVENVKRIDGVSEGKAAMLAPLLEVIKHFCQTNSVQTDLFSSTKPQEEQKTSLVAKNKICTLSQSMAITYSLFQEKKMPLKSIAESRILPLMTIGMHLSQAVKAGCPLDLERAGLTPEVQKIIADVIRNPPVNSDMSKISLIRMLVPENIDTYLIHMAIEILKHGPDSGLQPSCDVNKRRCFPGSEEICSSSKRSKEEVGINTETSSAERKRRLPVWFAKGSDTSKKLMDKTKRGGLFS
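WRN at 20 nM final preincubated with compound 15 min at room temperature; reaction started with 100 nM fluorophore/quencher forked duplex oligonucleotide and 2 mM ATP final. Unwinding followed kinetically by red fluorescence (ex 525, em 598 nm).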
Active calls of the source: *; u = inconclusive; x = no result given; [ ] = dose if it differs, or a comment. Unless noted, the call rests on the fitted dose curve; in most records, active means well fitted curve in the direction sought with a large enough effect; inconclusive means small, poorly fitted or top-dose-only effect, or another doubt; inactive means no such curve, though single readings can be large; an effect the other way counts as inactive or inconclusive. Outcome played no part in choosing rows; about 12% have a hit in one of these screens.

Under each structure – HT1080NT lethal	KB-3-1 tox	KB-V1 MDR tox	HT1080 IDH1KD tx	SW480 rereplic	MCF10A rereplic	ATXN2 expr inh	IL1B secr inh	WRN inhibitor
COc1cccc(CNC(C)(C)CO)c1OCc1ccc(Cl)cc1
 : -12.1%	-2.0%	-25.9%	-7.1%	-5.4%	-2.1%	-16.6%	-57.1*	2.0%[57.1 µM]
c1ccc(CNc2nc(-c3cccs3)nc3ccccc23)nc1
 : -11.0%	-4.3%	u	u	-4.7%	29.1%	-18.4%	-76.8*	-8.0%
CCc1nc2ccc(C(=O)N3CCCC(C(N)=O)C3)cn2c1N(C=O)CC (centres undefined)
 : 8.3%	0.0%	3.8%	13.3%	x	x	1.5%	8.5	0.2%
COCCCn1c(=O)c2ccccc2n(CC(=O)NCCC2=CCCCC2)c1=O
 : 0.4%	-5.5%	u	1.1%	-8.5%	1.3%	2.0%	35.8	3.4%
CCCCCCCCN1C(=O)[C@H](CC(=O)N2CCSCC2)C[C@@]2(C(=O)OC)CC(C)(C)CC=C12
 : u	-6.0%	u	u	x	x	x	-20.0	0.8%
COc1ccc(CCNC(=O)c2ccccc2SC)cc1
 : 7.0%	-1.1%	u	-0.4%	-7.3%	3.1%	-9.0%	-4.5	-2.9%
O=C(COC(=O)C1CCC1)NC(=O)c1ccccc1
 : 9.2%	u	0.0%	2.9%	0.6%	-1.6%	5.5%	12.2	-14.1%
Cc1nc2ccccc2nc1CSc1nncs1
 : 0.9%	-0.6%	u	0.6%	2.3%	-3.4%	8.4%	4.6	10.3%
CC1=NN(c2ccccc2)C(=O)C1=Cc1ccccc1
 : -5.0%	2.8%	u	-1.6%	x	x	x	-20.5	u
CCn1cc(/C=C(\NC(=O)c2ccc(OC)c(OC)c2)C(=O)NCCN2CCOCC2)c2ccccc21
 : 12.5%	4.4%	18.5%	8.1%	-27.1%	6.9%	-6.0%	24.3	-7.1%[57.1 µM]
COc1ccc(OC)c(-c2csc(NC(=O)C3c4ccccc4Oc4ccccc43)n2)c1
 : 2.0%	1.1%	-22.2%	1.5%	12.0%	9.5%	8.8%	-26.1	-30.9%[57.1 µM]
COc1ccc(C(CCNCc2ccc(OC)c(OC)c2)c2ccc(F)cc2)cc1 (centres undefined)
 : 7.1%	15.8%	-9.2%	2.1%	u	4.9%	-1.2%	-0.3	4.7%
COc1ccc(C(=O)Nc2ccnn2C2CCN(Cc3cnn(C)c3)CC2)cc1
 : 8.5%	12.3%	22.6%	16.4%	-5.3%	8.5%	0.5%	1.7	3.4%
CC(Oc1ccccc1)C(=O)NC1CCN(Cc2ccccc2)CC1 (centres undefined)
 : -3.0%	-1.3%	u	-2.6%	-14.4%	-1.3%	1.1%	-13.7	3.5%
COC(=O)c1ccccc1NC(=O)c1cccnc1
 : 17.3%	0.8%	0.0%	10.9%	-19.0%	7.9%	x	-0.4	-0.1%
O=C(NCCc1ccccc1)c1ccc(NC2=NC3CS(=O)(=O)CC3S2)cc1 (centres undefined)
 : 15.7%	7.8%	2.7%	2.8%	-14.9%	3.9%	6.0%	-22.1	7.7%
O=C(COc1ccccc1)N=C1SC2CS(=O)(=O)CC2N1c1ccc(F)cc1 (centres undefined)
 : 8.3%	-12.0%	-18.7%	14.1%	u	-1.2%	7.1%	-20.6	-4.3%
CCn1c(=O)n(CC)c2cc(NC(=O)CSc3ccc([N+](=O)[O-])cn3)ccc21
 : 3.7%	-0.8%	-21.0%	-0.1%	2.1%	-15.9%	4.5%	6.6	-20.7%
CCCOC(=O)Nc1ccc(S(=O)(=O)Nn2cnnc2)cc1
 : 8.4%	13.9%	2.1%	-4.2%	0.2%	-1.0%	0.2%	19.8	-6.3%
COc1cc2c(cc1OC)C(c1cccnc1)CC(=O)N2 (centres undefined)
 : 3.7%	-3.8%	2.3%	-1.2%	-14.9%	2.7%	10.3%	19.7	6.2%
CCOc1ccc(S(=O)(=O)NCCC(=O)N2CCCCCCC2)cc1
 : 11.1%	2.8%	u	7.2%	3.3%	0.7%	5.3%	-4.2	3.7%
CC(C)C(NC(=O)CN1C(=O)c2ccccc2S1(=O)=O)C(C)C
 : 10.5%	0.0%	u	1.4%	1.3%	10.5%	9.1%	5.8	4.3%
CCn1c(C)c(C(C)=O)c(N2CCN(C(=O)c3ccco3)CC2)nc1=S
 : 5.8%	-4.3%	6.2%	4.4%	0.2%	18.2%	5.3%	0.0	-2.1%
Cc1cc(NC(=O)c2cccc(S(=O)(=O)N(C)C)c2)n(-c2ccccn2)n1
 : -0.5%	10.2%	9.2µM*	-10.5%	19.9%	u	-18.0%	-9.0	-15.2%
Cc1nnc(SCc2cccs2)[nH]c1=O
 : 10.7%	12.4%	35.7%	6.8%	-4.2%	-2.7%	4.4%	19.0	1.0%
CCOC(=O)c1c(C)n(C)c2ccc(O)c(CN(C)C)c12
 : -16.5%	u	-10.3%	-13.9%	0.3%	u	u	-52.9*	2.3%
CC(C)c1ccc2[nH]c(O)c(N=NC(=O)c3cccc(S(=O)(=O)N4CCCCC4)c3)c2c1
 : 6.4%	u	2.31µM*	3.9%	-1.6%	-0.3%	-35.2%	17.1	-6.4%
CC1CCCCC1NC(=O)c1ccc(-n2cncn2)cc1 (centres undefined)
 : 8.5%	0.0%	29.6%	0.0%	-11.9%	-2.6%	x	10.6	4.8%
CC(OC(=O)c1ccccc1Br)C(=O)Nc1nc(-c2cccc([N+](=O)[O-])c2)cs1 (centres undefined)
 : 11.3%	14.3%	0.0%	u	-4.2%	10.2%	8.4%	-22.9	-2.5%
COc1ccc(C(NC(=O)C2CCN(CCc3ccccc3)CC2)c2ccccn2)cc1 (centres undefined)
 : u	-0.1%	-2.2%	0.0%	x	x	-2.5%	-0.1	-6.2%
COc1cc(NC(=O)c2ccc(=O)[nH]n2)cc(OC)c1OC
 : 10.3%	0.8%	27.6%	7.1%	3.1%	1.4%	-20.9%	12.7	2.1%
Cc1ccc(S(=O)(=O)N2CCN(S(=O)(=O)c3ccccc3Br)C2=O)cc1
 : 0.6%	-1.1%	-0.2%	-1.3%	10.6%	u	1.3%	-16.1	-6.7%
O=c1c2cc(NC(=S)N3CCCC3)ccc2nc2n1CCCCC2
 : 0.1%	-3.8%	-11.4%	-0.4%	0.6%	17.8%	9.8%	2.9	-5.5%
CCCCN(C=O)c1c(CC)nc2ccc(C(=O)NCc3cccs3)cn12
 : 4.1%	0.0%	0.2%	5.8%	x	x	-0.9%	-10.2	-5.1%
COc1ccccc1CN1CCN(C(CC(C)C)c2nnnn2Cc2cccs2)CC1 (centres undefined)
 : -7.5%	-8.2%	-29.5%	-2.2%	-0.5%	0.2%	-20.6%	u	-8.6%
N#CCCN1CCN(CCC#N)CC1
 : 2.3%	11.0%	-5.4%	-3.1%	-2.8%	0.9%	-0.1%	9.3	-3.9%
CCN(CC)c1nc(Nc2ccccc2)nc(Oc2ccc(=O)n(C)n2)n1
 : 1.8%	u	6.51µM*	-6.1%	-9.4%	u	14.9%	-6.8	-2.8%
CCOC(=O)c1c(NC(=O)CSc2nnc(C)c(=O)[nH]2)sc2c1CCCC2
 : -1.4%	-5.7%	14.6%	-8.4%	-4.7%	14.7%	-5.2%	24.3	-13.2%
CC(=O)Nc1ccc(S(=O)(=O)NNC(=O)COc2cccc(C)c2)cc1
 : -2.1%	u	-5.9%	-0.9%	-3.9%	0.6%	-22.7%	10.7	-11.6%
O=C(c1cc2c(ccc3ccccc32)o1)N1CCCCC1
 : -20.5%	-0.4%	-3.1%	-18.1%	u	5.1%	17.4%	u	5.3%
COCCOC(=O)C1=C(C)N(c2ccccc2)C(=S)NC1c1ccccc1C(F)(F)F (centres undefined)
 : 15.8%	-9.1%	-22.4%	3.9%	-22.3%	14.9%	x	-11.5	-3.0%
Cc1cc(C)c(NC(=O)COc2ccc(-n3cnnn3)cc2)c(C)c1
 : -5.1%	x	x	0.2%	-1.8%	-1.8%	4.3%	9.4	-15.4%
O=C(N=C1SC2CS(=O)(=O)CC2N1c1ccc(Br)cc1F)C1CC1 (centres undefined)
 : 2.2%	-6.4%	u	2.4%	-8.4%	0.6%	-7.7%	22.1	10.2%
c1ccc(CN2CCN(c3nc(-c4ccccc4)nc4ccccc34)CC2)cc1
 : 4.7%	-2.2%	12.9%	5.2%	u	u	3.8%	u	-12.2%
CCOC(=O)/C(C#N)=C1\CC2CCC1(C)C2(C)C (centres undefined)
 : 4.3%	-0.6%	-3.9%	1.7%	u	-37.8%[inhibitor]	13.3%	20.4	-17.6%
CC1Cc2ccccc2N1C(=O)c1ccc2snnc2c1 (centres undefined)
 : 0.0%	-11.5%	0.0%	0.0%	-1.6%	-28.4%	6.3%	-87.4*	-12.6%

Part of the list above with just MCF10A rereplic.
structure | MCF10A rereplic
CCOC(=O)c1c(NC(=O)CSc2nnc(C)c(=O)[nH]2)sc2c1CCCC2 | 14.7%
CC(=O)Nc1ccc(S(=O)(=O)NNC(=O)COc2cccc(C)c2)cc1 | 0.6%

Source: PubChem (National Center for Advancing Translational Sciences (NCATS))
